# High-throughput results: PubChem BioAssay, Sanford-Burnham Center for Chemical Genomics
# PfGluPho inh = PfG6PD (Plasmodium falciparum) enzyme inhibition; PfGluPho enzyme, NADPH resazurin-diaphorase fluorescence; inhibition, % at 20 µM; 350,000 tested, 0.78% active;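 active means inhibition reaching at least a set limit at 20 µM in the primary screen, cut at about 59% in these data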;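 further: 0% = DMSO wells with substrate and 100% = DMSO wells lacking glucose-6-phosphate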
# SENP7 inh = SENP7 protease inhibition; Q9BQF6; recombinant SENP7, Z-RLRGG-aminoluciferin luminescence, 40 min; inhibition, % at 5 µM; 330,000 tested, 1.5% active;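 active means inhibition above about 50% at the single test dose, limit read from the data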;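 further: plate controls were DMSO with enzyme for no effect and no enzyme buffer wells for full effect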
# Target sequence (Q9BQF6 706-1050 limits assumed): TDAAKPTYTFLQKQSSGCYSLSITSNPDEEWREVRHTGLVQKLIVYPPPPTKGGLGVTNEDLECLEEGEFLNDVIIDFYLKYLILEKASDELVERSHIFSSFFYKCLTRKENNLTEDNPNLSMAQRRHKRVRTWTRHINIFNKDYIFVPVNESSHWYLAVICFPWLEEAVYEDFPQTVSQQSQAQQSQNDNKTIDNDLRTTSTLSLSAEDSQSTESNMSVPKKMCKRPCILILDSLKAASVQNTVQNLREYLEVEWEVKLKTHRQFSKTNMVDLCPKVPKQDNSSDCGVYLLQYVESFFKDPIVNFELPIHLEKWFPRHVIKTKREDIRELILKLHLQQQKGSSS
# SENP8 block-1 = blocks human SENP8 cleavage of Nedd8 substrate | 360,000 tested, 0.64% active | AID 602440 | inhibition, % at 20 µM | recombinant SENP8, Nedd8 substrate fluorescence; in the data active means inhibition mostly above about 40%, no sharp cut-off; inactive means mostly below about 27%
# Target sequence (Q96LD8 whole entry, looked up): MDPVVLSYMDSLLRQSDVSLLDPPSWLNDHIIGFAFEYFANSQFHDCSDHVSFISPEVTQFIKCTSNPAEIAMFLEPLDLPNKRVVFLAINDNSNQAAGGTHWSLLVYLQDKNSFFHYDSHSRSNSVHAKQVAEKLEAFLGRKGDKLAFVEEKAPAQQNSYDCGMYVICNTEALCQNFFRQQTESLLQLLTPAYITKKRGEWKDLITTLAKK
# NALP3 yeast inh = NALP3 inhibition in yeast; Yeast reconstituted NLRP3/ASC/caspase-1, beta-gal luminescence, 24 h; inhibition, % at 10 µM; 330,000 tested, 0.39% active; AID 2825;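 active means inhibition of 50% or more; inactive means inhibition below 50%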;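 further: plate controls were induced DMSO wells for no effect and uninduced yeast grown without galactose for full effect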
# SENP1 FRET inh = blocks the human SENP1 SUMO protease catalytic domain; Q9P0U3; recombinant SENP1 catalytic domain, CyPet-SUMO1-YPet FRET cleavage; inhibition, % at 10 µM; 360,000 tested, 0.21% active;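 active means inhibition at least 30% at 10 µM, raw YFP signal under a set limit, fluorescence ratio 0.5 to 1.5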;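 further: 0% = enzyme with DMSO and 100% = no enzyme wells; some results filed as inactive read as strong as hits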
#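 Test system: human SENP1 catalytic domain; medium: Tris pH 8 buffer plus EDTA, NaCl, BME, BSA, NP40, catalase; incubation: 50 min reaction at room temperature; technique: FRET, CFP and YFP emission; controls: no-enzyme low control and enzyme-plus-DMSO high control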
# SENP6 inh = inhibitors of human SENP6 protease; Q9GZR1; Recombinant SENP6 catalytic domain, aminoluciferin luminescence; inhibition, % at 10 µM; 330,000 tested, 1.8% active; AID 2599;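 active means inhibition above about 50% at the single tested dose, limit read from the data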;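 further: plate controls were DMSO wells with enzyme for no effect and DMSO wells lacking enzyme for full effect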
# Target sequence (Q9GZR1 628-1112 limits assumed): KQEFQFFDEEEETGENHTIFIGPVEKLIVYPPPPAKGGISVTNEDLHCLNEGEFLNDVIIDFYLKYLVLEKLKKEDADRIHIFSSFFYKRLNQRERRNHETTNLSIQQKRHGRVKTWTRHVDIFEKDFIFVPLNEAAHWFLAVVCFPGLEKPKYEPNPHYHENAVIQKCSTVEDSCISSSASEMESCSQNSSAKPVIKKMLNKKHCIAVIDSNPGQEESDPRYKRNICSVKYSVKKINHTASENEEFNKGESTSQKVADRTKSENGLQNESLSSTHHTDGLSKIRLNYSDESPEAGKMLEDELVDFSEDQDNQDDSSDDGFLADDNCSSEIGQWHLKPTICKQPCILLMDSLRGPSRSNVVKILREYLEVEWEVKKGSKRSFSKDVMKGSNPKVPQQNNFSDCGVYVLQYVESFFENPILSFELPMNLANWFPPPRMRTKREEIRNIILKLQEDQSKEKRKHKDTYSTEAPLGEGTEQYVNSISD
# Apaf-1 inh = blocks human Apaf-1 apoptosome activity. 330,000 tested, 0.71% active. inhibition, % at 20 µM. reconstituted apoptosome caspase-3 activity, DEVD-Rh110 fluorescence; active means inhibition of at least 40% at 20 µM;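 further: plate controls were DMSO wells for no effect and DEVD-CHO caspase inhibitor wells for full effect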
#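 Material: biochemical Apaf-1 apoptosome reconstitution. Medium: Hepes buffer, pH 7.5. Also added: cytochrome c activation, bis-DEVD rhodamine 110 substrate. Timing: 30 min compound preincubation, 50 min activation, room temperature. Measured by: rhodamine 110 fluorescence at Ex 480/Em 540 nm.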
# SENP8 block-2 = inhibitors of human SENP8 protease; AID 2540; purified SENP8, Z-RLRGG-aminoluciferin cleavage, luminescence; 330,000 tested, 1.2% active; inhibition, % at 10 µM; in the data active means inhibition above about 50%
# HKDC1 inh = HKDC1 (human) hexokinase inhibition; recombinant HKDC1, G6PDH/diaphorase resazurin coupled fluorescence; AID 493160; 340,000 tested, 0.16% active; inhibition, % at 20 µM;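 active means inhibition above about 35% when tested at 20 µM, limit read from the data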;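 further: plate controls were DMSO wells with enzyme for no effect and DMSO wells lacking enzyme for full effect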
#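 Test system: HK5 enzyme. Quantity: 5 µg/mL HK5 final. Reagent: glucose and ATP substrates. Schedule: 90 min reaction incubation at room temperature, dark. Technique: resazurin-to-resorufin fluorescence via G6PDH and diaphorase coupling, 525/613 nm. Control set: DMSO wells with and without enzyme mix.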
# * = called active by the depositor; . = not tested or not shown.
# Every second line gives: PfGluPho inh	SENP7 inh	SENP8 block-1	NALP3 yeast inh	SENP1 FRET inh	SENP6 inh	Apaf-1 inh	SENP8 block-2	HKDC1 inh
- CC(OC(=O)c1cnc(Cl)c(Cl)c1)C(=O)NCc1ccccc1 (stereo not drawn)
 : -8	7	2	21	1	8	-6	4	2
- Cc1cccc(CC(=O)c2c[nH]c3ccccc23)c1
 : 8	-5	8	44	-1	-23	-20	-6	-4
- COc1cccc(N2CCN(C(=O)c3ccc(CS(=O)c4ccc(C)cc4)o3)CC2)c1 (stereo not drawn)
 : 0	6	-2	7	4	9	-22	4	-1
- Cc1ccc2c(c1)COc1c3ccc(C(=O)N[C@@H](C)CO)cc3nn1-2
 : 6	-1	-345	11	-2	-5	-6	-5	-2
- Cc1cccc(NC(=O)c2nc[nH]c2C(=O)N[C@@H](Cc2ccccc2)C(=O)OCc2ccccc2)c1
 : 28	14	18	8	1	-7	19	-9	-1
- CC(C)c1ccccc1NC(=O)c1cccnc1
 : -11	-2	9	20	3	-1	-8	11	-2
- CCOc1ccccc1N(CC(=O)N1CCc2ccccc2C1)S(C)(=O)=O
 : -11	-4	3	23	2	-20	-4	-7	-4
- O=C(Nc1ncc(S(=O)(=O)c2ccc([N+](=O)[O-])cc2)s1)c1ccccc1F
 : -37	-6	19	-5	1	-6	1	-1	-3
- Cc1cc(-c2ccc([N+](=O)[O-])cc2)cc(C)n1
 : -3	.	17	.	2	.	.	.	-2
- Cc1ccc(C(=O)Nc2ncc3c(Cl)cccc3n2)cc1
 : 12	91*	4	20	2	88*	8	81*	-2
- CCc1ccccc1NC(=S)NN
 : .	-1	.	-22	.	10	-5	5	.
- Cc1ccc(S(=O)(=O)N2CCCC2C(=O)NCc2ccncc2)cc1 (stereo not drawn)
 : 9	-5	-4	8	1	-2	-10	-9	3
- CCCn1c(N2CCC(Cc3ccccc3)CC2)nc2c1c(=O)[nH]c(=O)n2C
 : 9	-8	33	0	2	12	36	19	1
- CCNC(=S)Nc1ccc(Cl)c(C(F)(F)F)c1
 : 3	4	18	8	2	-15	-2	2	-6
- Fc1ccccc1CSc1ncnc2sc3c(c12)CCCC3
 : 0	-1	11	3	-7	-14	3	-18	-3
- COc1cc(/C=N/n2c(-c3n[nH]c4c3CCC4)n[nH]c2=S)ccc1O
 : 29	1	-10	0	0	-6	-12	3	-2
- O=C(Nc1nnc(-c2ccco2)o1)c1ccc([N+](=O)[O-])s1
 : -6	22	31	-4	-19	18	-21	8	1
- COc1cc(C=Nc2cccc(C)c2)c(O)c([N+](=O)[O-])c1
 : 9	-2	22	7	11	3	15	-2	7
- O=C(CCn1c(=O)c2sccc2n(CC(=O)OCc2ccccc2)c1=O)NCc1ccco1
 : 7	6	14	-5	-1	2	-13	3	-2
- CC(OC(=O)c1ccc2c(c1)NC(=O)CS2)C(=O)c1ccc(F)cc1 (stereo not drawn)
 : 24	6	22	4	0	-11	17	-3	-1
- CC(=O)Nc1ccc(NC(=O)[C@@H](NC(=O)N2C[C@H]3C[C@@H](C2)c2cccc(=O)n2C3)C(C)C)cc1
 : 3	-4	26	3	0	-2	0	-3	1
- COc1ccc(CCN2CN(S(=O)(=O)c3ccc(OC)cc3)c3nc4ccccc4nc32)cc1
 : -1	8	-456	5	-14	-1	8	4	-2
- CCOC(=O)c1[nH]c(C)c(C(=O)NC(C)CC)c1C (stereo not drawn)
 : 8	-9	8	8	0	2	-4	1	-4
- CCc1ccc(OCC(=O)NC(=S)Nc2ccc(C)cc2C)c(Br)c1
 : 0	-14	7	-6	3	-4	-1	-2	-12
- Cc1ccc(-c2csc3ncn(CC(N)=O)c(=O)c23)cc1C
 : -3	-3	13	10	1	1	1	-1	-1
- COC(=O)CCCC(=O)N1CCC(CCC(=O)NCc2ccc(F)cc2)CC1
 : -26	-5	3	10	2	17	-4	-6	2
- COc1cc(/C=N/NC(=O)CNS(=O)(=O)c2ccc(C)cc2)cc(OC)c1OC
 : 13	-2	10	22	2	16	-11	10	11
- COc1ccccc1CNC(=O)C(=O)NCC1OCCN1S(=O)(=O)c1ccc(Br)cc1 (stereo not drawn)
 : -14	-5	-2	10	-2	12	8	-4	3
- Cc1c(C)c2c(OCC(=O)N3CCC(C(N)=O)CC3)cc3c(c2oc1=O)CCC(C)(C)O3
 : 14	-7	-194	10	2	0	2	2	3
- COc1ccc(C2C(C#N)=C(N)N(c3sc4c(c3C#N)CCCC4)C3=C2C(=O)CC(C)(C)C3)cc1OC (stereo not drawn)
 : 7	2	-15	3	28	1	24	1	5
- COc1ccc(NC(=O)CN(c2ccccc2OC)S(=O)(=O)c2cccs2)cc1Cl
 : 49	8	4	7	2	18	5	12	1
- CN(C)CCCN(C(=O)c1ccc(S(=O)(=O)N(C)Cc2ccccc2)cc1)c1nc2c(F)cccc2s1
 : 1	-9	9	23	4	2	7	-7	4
- CCN(CC)c1ccc2cc(S(=O)(=O)c3ccc(C)cc3)c(=O)oc2c1
 : 7	3	-418	14	-22	-20	9	3	-8
- O=C(NC1CCCCC1)C1COc2ccccc2O1 (stereo not drawn)
 : -8	-3	-7	-1	2	8	-2	5	-5
- O=C(CN1C(=O)/C(=C/c2ccco2)SC1=S)NC1CCS(=O)(=O)C1 (stereo not drawn)
 : 15	-2	41*	11	7	7	11	-4	4
- COc1ccc(N2C(=O)CCC(C(=O)NCc3cccnc3)C2c2ccc(OC)c(OC)c2)cc1 (stereo not drawn)
 : -5	6	23	-3	-4	-7	-1	5	0
- Cc1cc2ccccn2c1C(=O)c1ccncc1
 : -4	-1	13	24	1	-8	-9	5	-20
- Cc1nnc(SCC(=O)N2CCc3ccccc32)s1
 : 21	1	7	2	2	-20	-22	-1	-9
- Cc1cccc(OCC(=O)NCC(=O)N/N=C/c2c(C)[nH]c3ccccc23)c1
 : 63*	-8	24	8	1	-9	8	0	-1
- CN(CC(=O)Nc1ccccc1Br)C(=O)CNC(=O)Cc1cccc2ccccc12
 : 2	1	4	16	-1	2	0	-1	-2

# Entries of single compounds from above. Screens in order: PfGluPho inh | SENP7 inh | SENP8 block-1 | NALP3 yeast inh | SENP1 FRET inh | SENP6 inh | Apaf-1 inh | SENP8 block-2 | HKDC1 inh
# CCN(CC)c1ccc2cc(S(=O)(=O)c3ccc(C)cc3)c(=O)oc2c1 in the list: 7 | 3 | -418 | 14 | -22 | -20 | 9 | 3 | -8
# COc1ccc(NC(=O)CN(c2ccccc2OC)S(=O)(=O)c2cccs2)cc1Cl in the list: 49 | 8 | 4 | 7 | 2 | 18 | 5 | 12 | 1
# CN(CC(=O)Nc1ccccc1Br)C(=O)CNC(=O)Cc1cccc2ccccc12 in the list: 2 | 1 | 4 | 16 | -1 | 2 | 0 | -1 | -2

# Part of the list above, field by field.
> O=C(NC1CCCCC1)C1COc2ccccc2O1 (stereo not drawn)
  PfGluPho inh: -8
  SENP7 inh: -3
  SENP8 block-1: -7
  NALP3 yeast inh: -1
  SENP1 FRET inh: 2
  SENP6 inh: 8
  Apaf-1 inh: -2
  SENP8 block-2: 5
  HKDC1 inh: -5
> O=C(CN1C(=O)/C(=C/c2ccco2)SC1=S)NC1CCS(=O)(=O)C1 (stereo not drawn)
  PfGluPho inh: 15
  SENP7 inh: -2
  SENP8 block-1: 41*
  NALP3 yeast inh: 11
  SENP1 FRET inh: 7
  SENP6 inh: 7
  Apaf-1 inh: 11
  SENP8 block-2: -4
  HKDC1 inh: 4
> COc1ccc(N2C(=O)CCC(C(=O)NCc3cccnc3)C2c2ccc(OC)c(OC)c2)cc1 (stereo not drawn)
  PfGluPho inh: -5
  SENP7 inh: 6
  SENP8 block-1: 23
  NALP3 yeast inh: -3
  SENP1 FRET inh: -4
  SENP6 inh: -7
  Apaf-1 inh: -1
  SENP8 block-2: 5
  HKDC1 inh: 0
> Cc1cc2ccccn2c1C(=O)c1ccncc1
  PfGluPho inh: -4
  SENP7 inh: -1
  SENP8 block-1: 13
  NALP3 yeast inh: 24
  SENP1 FRET inh: 1
  SENP6 inh: -8
  Apaf-1 inh: -9
  SENP8 block-2: 5
  HKDC1 inh: -20

# The results go on.
# Every second line gives: PfGluPho inh	SENP7 inh	SENP8 block-1	NALP3 yeast inh	SENP1 FRET inh	SENP6 inh	Apaf-1 inh	SENP8 block-2	HKDC1 inh
- COC(=O)[C@@]1(Cc2ccc(F)cc2)[C@H]2c3cc(C(=O)N(C)C)n(Cc4c(CO)[nH]cc(C)c4=O)c3C[C@H]2CN1C(=O)c1ccccc1
 : -1	-12	.	8	.	-10	4	-12	1
- Cc1cc2oc(=O)cc(CN3CCN(Cc4ccccc4)CC3)c2cc1C
 : -6	-7	4	30	0	11	18	2	4
- CCn1c(Cc2ccc(OC)cc2)nnc1SCC(=O)N1CCN(c2ccccc2)CC1
 : -9	0	23	-7	-2	-17	-3	12	3
- COc1ccc(C2CC(c3ccccc3)=NN2C(=O)COC(=O)C2(C)CC2(Cl)Cl)cc1 (stereo not drawn)
 : 14	-3	5	12	-1	-9	15	-6	13
- Cc1ccccc1-n1c(C)cc(/C=N/Nc2ccc([N+](=O)[O-])cn2)c1C
 : 11	4	60*	21	7	-10	3	-7	-7
- Nc1ccccc1N=c1ssnc1Cl
 : 59	.	-209	.	-62	.	.	.	-3
- O=[N+]([O-])c1nn(-c2ccc(Cl)cc2)n(O)c1=NCc1ccccc1Cl
 : 3	7	20	-4	-2	9	-15	-7	1
- CCCNc1c(F)c(F)c2c(C)c3ccccc3nc2c1F
 : -9	-1	-37	-1	10	25	51*	1	7
- COc1ccccc1NC(=O)C[n+]1ccccc1C
 : -3	3	0	9	-2	7	0	-2	-3
- CCC(C)c1ccc(N(CC(=O)NC(C)(C)C)C(=O)CNC(=O)c2cccs2)cc1 (stereo not drawn)
 : 10	-5	20	-22	1	-8	21	-5	-4
- COc1ccc(/C=N/Nc2nnc(Cc3ccccc3)c(=O)[nH]2)cc1OC
 : 0	-8	33	-8	3	-16	8	-11	0
- CC(C)C(NC(=O)C1CCCCC1)C(=O)NC1=NCCS1 (stereo not drawn)
 : -11	-4	34	14	0	-13	-4	3	1
- COC(=O)c1ccc(C2CC(=O)NC3=C2C(=O)CCC3)cc1 (stereo not drawn)
 : 9	0	6	8	0	-11	-8	3	-8
- CCCc1cc(C(=O)NCCc2ccc(OC)c(OC)c2)no1
 : 5	2	17	9	2	-12	2	2	-5
- COC(=O)Nc1ccc(C)c2nsnc12
 : 1	4	-31	6	-16	-7	-4	-1	-4
